High-throughput results (PubChem BioAssay)
Tb PYK inh = qHTS of Trypanosoma Brucei Inhibitors | pyruvate kinase (Trypanosoma brucei), Q57TT1 | TbPYK enzyme, Kinase-Glo Plus ATP luminescence, 45 min | Potency, µM (titrated, usually from 76.8 µM), for inactives: at the highest dose activity, negative = inhibition, hits mostly inhibitors | 410,000 tested, 0.12% active; further: potency means the concentration at half of the fitted maximal effect; on the % scale 0 is the no-effect control and ±100 the full control effect; nearly all actives have a fitted effect of over 50% in size
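Luminescence from Kinase-Glo Plus, added after a 45-minute room-temperature reaction, served as the end-point read-out. The enzyme and substrate were preincubated with compound before ADP (130 uM final) initiated turnover. Concentration-effect curves came from normalized qHTS data.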
HCV inhibitor = qHTS Assay for Inhibitors of Hepatitis C Virus (HCV); Huh7.5.1 HCVcc-Cre infection, luciferase reporter, 44 h; Potency, µM (doses to about 41.8 µM), inactives show at the highest dose activity change, negative = inhibition, hits mostly inhibitors; 340,000 tested, 3.4% active; AID 651820, 2012; further: potency means the concentration at half of the fitted maximal effect; on the % scale 0 is the no-effect control and ±100 the full control effect
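Cells (1,000/well) were plated 4 h before compound, then infected with HCVcc-Cre virus (~0.5 moi). After 44 h further culture, infection was read as luciferase luminescence following a 15 min substrate incubation at room temperature.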
Pf growth 48h = Primary qHTS for delayed death inhibitors of the malarial parasite plastid, 48 hour incubation; P. falciparum luciferase growth in erythrocytes, 48 h; Potency, µM (highest dose often 28.7 µM), inactives show top-dose activity change, negative = inhibition, hits mostly inhibitors; 310,000 tested, 5.9% active; AID 504832, 2011; further: potency means the concentration at half of the fitted maximal effect; on the % scale 0 is the no-effect control and ±100 the full control effect
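Parasite viability was followed by luminescence of a genomically integrated firefly luciferase. Cultures held 0.1% parasitemia at 2% hematocrit (final), incubated under 5% CO2 at 37 C.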
Shiga inhibitor = A qHTS for Small Molecule Inhibitors of Shiga Toxin. inhibition, % at 38.7 µM. Vero cells, Shiga toxin protein synthesis inhibition reporter. 290,000 tested, 9.2% active; in the data active means inhibition mostly above about 28%, no sharp cut-off; inactive means mostly below about 43%; further: 0% is about no effect
Pf growth 96h = Primary qHTS for delayed death inhibitors of the malarial parasite plastid, 96 hour incubation; P. falciparum luciferase reporter growth, 96 h; Potency, µM (top dose mostly 28.7 µM), without a hit: at the highest dose activity change, negative = inhibition, most hits filed as inhibitors; 320,000 tested, 6.9% active; further: potency means the concentration at half of the fitted maximal effect; on the % scale 0 is the no-effect control and ±100 the full control effect
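Compounds incubated with erythrocytes infected by luciferase-expressing P. falciparum (2% hematocrit, 0.05% parasitemia final) for 96 hours, 37 C in 5% CO2. Growth inhibition scored as decreased luciferase luminescence.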
LmPK inh = qHTS Assay for Inhibitors of Leishmania Mexicana Pyruvate Kinase (LmPK); Potency, µM (series often up to 57.5 µM), for the others: top-dose activity change, negative = inhibition, hits mostly inhibitors; 290,000 tested, 0.37% active; purified LmPK, Kinase-Glo ATP luminescence, 1 h; further: potency means the concentration at half of the fitted maximal effect; on the % scale 0 is the no-effect control and ±100 the full control effect
Target sequence (Q27686 whole entry, looked up): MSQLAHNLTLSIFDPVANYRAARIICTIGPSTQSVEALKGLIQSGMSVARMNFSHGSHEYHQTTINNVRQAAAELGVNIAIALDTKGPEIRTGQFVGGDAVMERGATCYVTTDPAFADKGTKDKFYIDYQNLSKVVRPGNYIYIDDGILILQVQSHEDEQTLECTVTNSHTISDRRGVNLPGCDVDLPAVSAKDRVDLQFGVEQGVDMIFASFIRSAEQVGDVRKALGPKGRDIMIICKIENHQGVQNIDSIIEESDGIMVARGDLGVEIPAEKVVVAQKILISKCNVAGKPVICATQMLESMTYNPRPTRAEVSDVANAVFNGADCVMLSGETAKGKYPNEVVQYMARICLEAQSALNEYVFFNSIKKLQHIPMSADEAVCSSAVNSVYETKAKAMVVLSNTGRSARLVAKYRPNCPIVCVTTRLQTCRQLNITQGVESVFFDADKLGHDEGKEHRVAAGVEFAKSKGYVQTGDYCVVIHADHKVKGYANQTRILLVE
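In 50 mM imidazole pH 7.2 with 7 mM MgCl2, LmPK (0.1 nM) turned over PEP (0.5 mM) and ADP (0.1 mM) for 1 h at room temperature. Luciferase read-out of ATP.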
Cycloheximide cs = Cycloheximide Counterscreen for Small Molecule Inhibitors of Shiga Toxin; cell reporter, cycloheximide protein synthesis inhibition counterscreen; AID 2314, 2010; max response, %; 300,000 tested, 12% active; in the data active means max response mostly above about 13%, no sharp cut-off; inactive means mostly below about 14%; further: read at 38.3 µM for the half of the compounds with a filed dose; 0% is about no effect
The depositor's hits bear a star; ? = inconclusive; / = no result given; & = joins results of further samples; [ ] = remark or other dose. Unless noted, the call rests on the fitted dose curve; in most records, active means well fitted curve in the direction sought with a large enough effect; inconclusive means small, poorly fitted or top-dose-only effect, or another doubt; inactive means no such curve, though single readings can be large; an effect the other way counts as inactive or inconclusive.

SMILES	Tb PYK inh	HCV inhibitor	Pf growth 48h	Shiga inhibitor	Pf growth 96h	LmPK inh	Cycloheximide cs
O=C(Cn1cnc2c(nnn2Cc2ccc(F)cc2)c1=O)NCc1ccco1	7%	7%	-7%	12	?	1%	-2
Cc1ccc(-n2ncc3c(N4CCN(c5ccc(F)cc5)CC4)ncnc32)c(C)c1	3%	?	?	-9	-29%	5%	2
CCN(CC)C(=O)Oc1ccc(NC(C)=O)cc1	3%	3%	6%	-2	/	-10%	1
CC(=O)c1cc(C(C)=O)c(C)nc1C	1%	20%	5%	-9	1.9µM*	5%	15
CC(C)N(C(=S)NCc1ccccc1)c1ccccc1	1%	16%	?	-4	?	-3%	-3
COC(=O)Cc1ccc(NC(=S)NCc2ccco2)cc1	1%	-10%	24%	23	16%	3%	10
O=C(O)CC1S/C(=N/N=C/c2ccc(-c3ccc(Cl)c([N+](=O)[O-])c3)o2)NC1=O (configuration not stated)	-5%	-3%	8%	22	12%	5%	5
COc1cccc(C(=O)C2CCCN(C(=O)c3ccc(C#CC(C)(C)O)cc3)C2)c1 (configuration not stated)	-4%	0%	?	15	-7%	12%	-3
N#CC1=C(SCC(=O)NC2CCCCC2)NC(=O)CC1c1ccco1 (configuration not stated)	-12%	-19%	-8%	-6	13%	2%	-1
CC(=O)c1ccc(S(=O)(=O)NCCC(=O)N2CCN(c3ccccn3)CC2)cc1	4%	13%	-22%	/	?	/	/
COC1c2ccccc2C(=O)N1CCc1ccc(Cl)cc1 (configuration not stated)	-1%	1%	22%	41*	?	0%	16*
CCCc1[nH]nc2c1C1(C(=O)N(C(C)C)c3ccccc31)C(C#N)=C(N)O2 (configuration not stated)	-2%	1%	-14%	-4	0%	10%	2
COCc1c(C(=O)N/N=C(\C)c2ccncc2)nnn1-c1nonc1N	4%	10%	30%	-3	-4%	-4%	0
CC(=O)c1ccc(N2CCN(C(=O)C3CCN(S(=O)(=O)Cc4ccccc4)CC3)CC2)cc1	-3%	15%	?	26	?	0%	3
COc1ccc(N2CCN(CCNC(=O)Nc3ccc(C)c(Cl)c3)CC2)cc1	3%	?	5%[0.00184 µM]	-6	?	-1%	-5
N#CCCSCc1ccc2oc(C(=O)O)cc2c1	-10%	22%	0%	0	/	10%	-1
CCCN(Cc1ccco1)S(=O)(=O)c1ccc(OC)c(OC)c1	2%	7%	-5%	-6	-6%	5%	-2
S=c1[nH]nc(-c2ccc(Cl)cc2)n1CCCN1CCOCC1	-23%	15%	4%	-4	-9%	-11%	-5
O=C(Nc1ccc(N2CCCC2)cc1)c1ccc([N+](=O)[O-])cc1Cl	0%	-3%	32%[activator]	-9	15%	-11%	-1
COc1ccc(OC)c(NC(=O)C2CC(=O)N(CCc3ccccc3)C2)c1 (configuration not stated)	1%	9%	-1%	-4	1%	-3%	-3
COc1ccc(NC(=O)c2ccccc2OCc2ccc(F)cc2)c(OC)c1	-3%	?	?	30	?	2%	13
COC(=O)c1ccccc1NC(=O)C1=CC(c2cccs2)=NS(=O)(=O)N1C	-10%&6%	0%	16%	-1	38%[activator]	-1%	2
Cc1cccc(CC(=O)N2CCOCC2)c1	-1%	12%	-7%	-14	?	-6%	-2
O=C(/C=C/c1ccccc1[N+](=O)[O-])NCCN1C(=O)S/C(=C\c2ccc(F)cc2)C1=O	-3%	9%	39%[activator]	30	11%	-1%	14
CCN(CC)CCn1c2c(c(SCC(=O)Nc3ccc(C(C)C)cc3)nc1=O)CCCC2	-4%	14µM*	?	/	?	/	/
Cc1ccc(C(=O)NCCCNC(=O)COc2ccc(C)c(C)c2)cn1	-2%	-2%	-17%	12	9%	0%	-2
O=C1CC(c2ccco2)CC(O)=C1C=Nc1ccccc1-c1ccccc1 (configuration not stated)	8%	-7%	0%	26	?	0%	17
COc1cccc(NCc2cc(=O)oc3cc(C)c(O)cc23)c1	-4%	-21%	-8%	8	-26%	0%	16
Cc1ccc(NC(=O)CCCc2nc3ccccc3s2)c(O)c1	-4%	0%	-9%	22	3%	1%	1
Cc1ccc(CNC(C)(C)CO)cc1	-5%	20%	18%	8	11%	3%	-3

Reprinted at random: 2 compounds from above, in no set order.
SMILES	Tb PYK inh	HCV inhibitor	Pf growth 48h	Shiga inhibitor	Pf growth 96h	LmPK inh	Cycloheximide cs
O=C(Nc1ccc(N2CCCC2)cc1)c1ccc([N+](=O)[O-])cc1Cl	0%	-3%	32%[activator]	-9	15%	-11%	-1
Cc1ccc(CNC(C)(C)CO)cc1	-5%	20%	18%	8	11%	3%	-3

Shown with values under each structure: 2 of the compounds above.
Every second line gives: Tb PYK inh, HCV inhibitor, Pf growth 48h, Shiga inhibitor, Pf growth 96h, LmPK inh, Cycloheximide cs
> COc1cccc(NCc2cc(=O)oc3cc(C)c(O)cc23)c1
 : -4%, -21%, -8%, 8, -26%, 0%, 16
> Cc1ccc(NC(=O)CCCc2nc3ccccc3s2)c(O)c1
 : -4%, 0%, -9%, 22, 3%, 1%, 1

Next section
SMILES	Tb PYK inh	HCV inhibitor	Pf growth 48h	Shiga inhibitor	Pf growth 96h	LmPK inh	Cycloheximide cs
COCCn1c(SCc2nnc(-c3ccccc3)o2)nc2sc3c(c2c1=O)CCC3	-18%	-10%	-8%	-11	-2%[5.75 µM]	3%	-2
CCC(=O)c1ccc(N2CCN(C(=O)c3cc([N+](=O)[O-])ccc3F)CC2)c(F)c1	10%	?	-4%	-5	5%	2%	-1
CCOC(=O)C(C)Oc1c(C(=O)OC)sc2ncccc12 (configuration not stated)	-3%	-22%	?	-11	?	-18%	8
CS(=O)(=O)c1ccc(C(=O)OCC(=O)NC2CCS(=O)(=O)C2)cc1[N+](=O)[O-] (configuration not stated)	-4%	3%	0%	12	-8%	-2%	-4
S=c1[nH]nc(C(c2ccccc2)C2CCCCC2)o1 (configuration not stated)	-10%	4%	-3%	14	14%	5%	-3
CCCCC(=O)N/N=C/c1c(O)n(CC)c(=S)[nH]c1=O	5%	5%	18%	9	-5%	-10%	-1
Cc1csc(NC(=O)CSc2nnc(NC(=O)NC(C)(C)C)s2)n1	-1%	7%	-47%	/	?	/	/
CCOC(=O)c1c(/N=C/c2c(O)n(-c3ccccc3F)c(=S)[nH]c2=O)sc2c1CCCC2	-22%	?	/	-5	20%	3%	9
CC(=O)Nc1ccc(N(C(=O)CNC(=O)c2ccco2)C(C(=O)NCC2CCCO2)c2ccccc2)cc1 (configuration not stated)	3%	4%	-14%	-1	16%	-3%	7
O=C(NC1CCCCC1)C1CCC(CNS(=O)(=O)c2ccccc2)CC1 (configuration not stated)	3%	-1%	8%	2	17%	-6%	-1
CN1C(=O)C(=Cc2ccc(N3CCCCCC3)o2)C(=O)N(C)C1=S	?	28%	-9%	-2	/	-17%	3
O=C(NCc1ccc(C(F)(F)F)cc1)C1CC(c2ccccc2C(F)(F)F)=NO1 (configuration not stated)	3%	-2%[8.37 µM]	48%[activator]	-3	79%[activator]	4%	-5
COc1cccc(-c2nc(CS(=O)(=O)CC(=O)N3CCN(C)CC3)c(C)o2)c1	0%	1%	-6%	-2	203%[activator]	2%	-2
Cc1cc(C)cc(C(=O)NCC(=O)OCc2nc(N)nc(Nc3ccccc3C)n2)c1	0%	-20%	-4%	/	4%	/	/
O=C(NCCc1cccc(F)c1)C1CCN(S(=O)(=O)c2ccc(F)cc2)CC1	-3%	-4%	0%	15	?	1%	1

As entered above:
HCV inhibitor with COCc1c(C(=O)N/N=C(\C)c2ccncc2)nnn1-c1nonc1N → 10%
Shiga inhibitor with CC(=O)Nc1ccc(N(C(=O)CNC(=O)c2ccco2)C(C(=O)NCC2CCCO2)c2ccccc2)cc1 (configuration not stated) → -1

More structures
SMILES	Tb PYK inh	HCV inhibitor	Pf growth 48h	Shiga inhibitor	Pf growth 96h	LmPK inh	Cycloheximide cs
COc1ccc(CC(=O)Nc2nnc(SCC(=O)NCc3ccco3)s2)cc1OC	-9%	-16%	-19%	-4	?	1%	-4
O=[N+]([O-])c1ccc(N2CCCCC2)s1	-9%	-9%	32%[activator]	-5	-17%	3%	18*
COc1ccc(C(=O)NC2CCCCC2)cc1S(=O)(=O)N1CCOCC1	9%	15%	-14%	-14	?	0%	-6
O=C(Nc1ccc(NS(=O)(=O)c2ccccc2)cc1)c1cccnc1	10%	12%	33%[activator]	9	?	-1%	1
O=c1cc(CSc2nnc(Nc3ccccc3F)s2)nc2sccn12	1%	?	-20%	-5	?	-2%	10
O=C(CSCC(=O)N1CCCCC1)OCC(=O)c1c[nH]c2ccccc12	-7%	0%	?	1	46%[activator]	11%	-3
CC(C)Cc1c(O)nc(SCC(=O)Nc2ccc3c(c2)CCC3)[nH]c1=O	1%	13%	?	-3	5%	-1%	-4
COc1ccccc1NC(=S)N(CCCN1CCOCC1)Cc1cn(C)c2ccccc12	-2%	?	?	-9	43%[activator]	1%	-3
O=C(C1CCN(Cc2cccs2)CC1)N1CCN(Cc2ccc3c(c2)OCO3)CC1	-1%	?	-1%	12	37%[activator]	-14%	3
CCc1c(O)nc(SCC(=O)N2CCCCC2)n(-c2ccccc2C)c1=O	2%	22%	6%	13	0%	-1%	-1
COc1ccccc1CC(=O)N1CCN(c2ccc([N+](=O)[O-])cc2)CC1	2%	6.3µM*	10%	-5	77%[activator]	1%	-8
CN(n1cnc2ccccc2c1=O)S(C)(=O)=O	7%	12%	?	22	?	-2%	-1
CCCc1nnc(NC(=O)Nc2ccccc2OC)s1	-18%	-2%	68%[activator]	9	26%	3%	13
Cc1ccc(N=C2S/C(=C/c3cccc(OCC(=O)O)c3)C(=O)N2C)cc1C	8%	24%	7%	-7	?	5%	-6
Cc1ccc(OCCOCCOc2ccc(Br)cc2/C=N\NC(=O)c2ccncc2)cc1	0%	4%	34%[activator]	-6	5.2µM*	1%	-5
CS(=O)(=O)N1CCC(C(=O)Nc2ccc3c(c2)OCCO3)CC1	-2%	3%	/	-3	-19%	5%	-2
Cc1ccc(NC(=O)C(=O)NCCOc2ccccc2Cl)cc1	-11%	-4%	9%	9	-31%	3%	-1
Cc1cc(Cl)c(S(=O)(=O)N(C)C)cc1OCC(N)=O	-1%	0%	13%	9	19%	-3%	4
O=C(O)CCCCCCCCCCP(=O)(c1ccccc1)c1ccccc1	-2%	7%	?	-7	?	-1%	-1
COc1ccccc1Cn1c(=O)c2ccccc2n2c(Sc3ncnc4sccc34)nnc12	-2%	10µM*	?	-16	17%	1%	-1
N/C(Cc1ccccc1)=N\OC(=O)c1cccc2ccccc12	2%	?	3.3µM*	64*	4.7µM*	1%	29*
O=C(O)c1cccc(NC(=O)c2cn(-c3ccccc3)nc2-c2cccc(Br)c2)c1	-4%	?	20%	-3	11%	3%	-2
Cc1ccc(C[C@@H](NS(=O)(=O)c2ccc(C(=O)O)cc2)C(=O)O)cc1	/	/	-23%	-11	16%	/	-5
O=C(CC12CC3CC(CC(C3)C1)C2)N1CCCOC1	2%	9%	-3%	13	77%[activator]	-3%	2
COC(=O)NNC(=O)COc1ccccc1C	-18%	5%	0%	-8	27%	3%	-2
CCOc1ccc(S(=O)(=O)N2CCC(C(=O)NCc3ccccn3)CC2)cc1C	-2%	-7%	14%	-6	21%	-2%	-7
COc1cc(CCCN2CCNC[C@@H]2C(C)O)cc(OC)c1OC (some centres not stated)	2%	-3%	6%	/	75%[activator]	/	/
